STK33 kin inh – blocks human STK33 kinase activity; Q9BYT3; ADP-Glo luminescence, MBP substrate; inhibition, % at 12.5 µM; 27,000 compounds, 0.44% hits; in the data active = inhibition above about 20%; inconclusive = no clear call, values can overlap the other calls
Target sequence (Q9BYT3 whole entry, looked up): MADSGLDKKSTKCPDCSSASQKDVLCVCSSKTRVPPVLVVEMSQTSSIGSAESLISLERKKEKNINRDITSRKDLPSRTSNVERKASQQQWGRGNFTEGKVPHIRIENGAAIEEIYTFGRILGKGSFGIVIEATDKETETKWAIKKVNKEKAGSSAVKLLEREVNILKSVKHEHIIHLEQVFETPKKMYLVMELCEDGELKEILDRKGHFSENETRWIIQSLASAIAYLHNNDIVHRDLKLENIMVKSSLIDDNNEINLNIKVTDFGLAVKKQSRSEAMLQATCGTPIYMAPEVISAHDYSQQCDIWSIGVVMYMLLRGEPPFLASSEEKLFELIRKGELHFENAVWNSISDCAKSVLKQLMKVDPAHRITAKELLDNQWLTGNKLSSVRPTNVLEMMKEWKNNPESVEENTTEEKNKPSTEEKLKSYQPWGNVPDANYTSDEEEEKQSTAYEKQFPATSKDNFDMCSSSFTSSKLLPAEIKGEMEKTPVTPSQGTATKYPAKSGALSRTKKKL
p53 PUMA act – restores mutant p53 pathway signaling in SW480 cells. activation, % at 9.98 µM. 28,000 compounds, 1.5% hits. SW480 PUMA-promoter luciferase, p53 mutant reactivation. AID 624151; in the data active = activation above about 52%; inconclusive = no clear call, values can overlap the other calls
* hit, by the source's call; u = inconclusive; x = no result given. The list is partial; count on the stated rates, not on these rows.

SMILES | STK33 kin inh | p53 PUMA act
C[C@H]1CN([C@@H](C)CO)C(=O)c2cc(C#Cc3ccccn3)cnc2O[C@H]1CN(C)C(=O)c1ccccn1 | x | 8.9
COc1ccccc1CCNC(=O)c1c(-c2c(F)cccc2Cl)noc1C | -0.2 | 15.6
C[C@@H]1CN([C@@H](C)CO)C(=O)Cc2cc(NC(=O)CCC(F)(F)F)ccc2O[C@@H]1CN(C)Cc1ccc(-c2ccccc2)cc1 | -4.8 | x
C=C(C(=O)O)[C@@H]1CC[C@H](C)[C@@H]2CC(=O)C(C)=C2C1 | 1.1 | -2.7
C[C@@H]1CN([C@@H](C)CO)C(=O)c2cccc(NC(=O)c3ccncc3)c2O[C@@H]1CN(C)C(=O)Nc1cccc2ccccc12 | x | -7.0
Cc1noc(C)c1S(=O)(=O)Nc1ccc2c(c1)CC(=O)N([C@@H](C)CO)C[C@@H](C)[C@@H](CN(C)S(=O)(=O)c1ccc(F)cc1)O2 | -3.5 | x
CCOc1cc(S(=O)(=O)n2nnc3ccccc32)ccc1F | 1.8 | -0.2
C[C@H]1CN([C@@H](C)CO)C(=O)CCCn2nncc2CO[C@@H]1CN(C)Cc1cccc(C(=O)O)c1 | -2.8 | x
Cc1ccc(S(=O)(=O)Nc2ccc3c(c2)C(=O)N([C@@H](C)CO)C[C@H](C)[C@@H](CN(C)CC2CCCCC2)O3)cc1 | 2.2 | x
CC(Sc1cccc2cccc(C(=O)O)c12)C(=O)O (centres undefined) | 2.5 | -10.8
CNC[C@@H]1OCCCC[C@H](C)Oc2ccc(NS(=O)(=O)c3cn(C)cn3)cc2C(=O)N([C@H](C)CO)C[C@@H]1C | x | -1.0
C[C@@H]1CN([C@@H](C)CO)C(=O)c2cc(C#CCc3ccccc3)cnc2O[C@@H]1CN(C)C(=O)C1CCOCC1 | x | 0.0
C[C@@H]1CN([C@@H](C)CO)C(=O)Cc2cc(NC(=O)NC3CCCCC3)ccc2O[C@@H]1CN(C)C(=O)Nc1cccc2ccccc12 | -0.4 | -4.6
CC1(C)S[C@@H]2[C@H](NC(=O)COc3ccccc3)C(=O)N2[C@H]1C(=O)O | -0.6 | x
COc1cc2c(cc1O)C1(O)Cc3ccc4c(c3C1N(C)CC2)OCO4 (centres undefined) | -0.2 | -1.0
C/C=C1/C(=O)O[C@]2(C)C[C@@H]3OC(=O)C(COC)[C@]34O[C@@]12CC[C@@](C)(O)CC4=O (some centres undefined) | -0.2 | 16.7
COC(=O)c1cc(-c2ccccc2)sc1NC(=O)c1cnccn1 | 3.6 | 5.9
Cc1cccnc1NC(=O)COc1ccc(Cl)cc1Cl | 2.8 | -14.8
CC(=O)Nc1ccc(NC(=O)CSc2nc3sc(C)c(C)c3c(=O)n2C)cc1 | -5.9 | 0.0
C[C@@H]1CCCCO[C@H](CN(C)C(=O)Nc2ccccc2)[C@@H](C)CN([C@H](C)CO)C(=O)c2cc(NC(=O)C3CCCCC3)ccc2O1 | -0.7 | 5.2
CCN(CC(=O)Nc1cccc(C)c1)S(=O)(=O)c1ccc(Br)cc1 | -2.4 | -13.4
CC1OC(=O)CC2C(C(=O)O)=CC3(O)CC(C)(C)CC123 (centres undefined) | -2.5 | 1.3
COc1cc([N+](=O)[O-])ccc1NC(=S)Nc1nn(Cc2ccc(Cl)cc2Cl)cc1Cl | -0.1 | -5.8
C[C@H]1CN([C@@H](C)CO)C(=O)c2cc(NC(=O)NC3CCCCC3)ccc2O[C@@H]1CN(C)S(=O)(=O)c1ccc(F)cc1 | -0.3 | x
CC1=CC(C)(C)N2C(=O)C(=O)c3cc(OC(=O)CN4C(=O)c5cccc6cccc(c56)C4=O)cc1c32 | 1.0 | -10.9
CC(C)NC(=O)N(C)C[C@@H]1Oc2cc(C#Cc3ccccn3)ccc2S(=O)(=O)N([C@H](C)CO)C[C@@H]1C | x | 4.6
COc1ccc(-c2coc3cc(O)cc(O)c3c2=O)cc1 | 1.9 | x
Cc1ccc(OCCCn2cncn2)c([N+](=O)[O-])c1 | -2.5 | -0.3
Cc1ccc(S(=O)(=O)Nc2ccc3c(c2)C(=O)N([C@@H](C)CO)C[C@@H](C)[C@H](CN(C)S(=O)(=O)c2cccs2)O3)cc1 | -0.5 | x
CS(=O)(=O)N1CCN(c2ccccc2NC(=O)c2ccc(N3CCCCC3)c([N+](=O)[O-])c2)CC1 | 3.3 | 6.3
C[C@@H]1CN([C@H](C)CO)S(=O)(=O)c2ccc(-c3ccc(F)cc3)cc2O[C@@H]1CN(C)C(=O)Nc1ccc(F)cc1 | x | -34.5
COc1ccc(C2(CNC(=O)c3cccc([N+](=O)[O-])c3)CCOCC2)cc1OC | -5.2 | 14.6
CC(C)NC(=O)Nc1ccc2c(c1)C(=O)N([C@@H](C)CO)C[C@@H](C)[C@@H](CN(C)C(=O)c1ccccc1)OCCCC[C@H](C)O2 | x | 13.1
C[C@@H]1CCCCO[C@H](CN(C)C(=O)c2ccccc2)[C@@H](C)CN([C@H](C)CO)C(=O)c2cc(NC(=O)NC3CCCCC3)ccc2O1 | -0.2 | x
O=C(Nc1ccccc1C(=O)O)c1ncn[nH]1 | 1.6 | 7.8
CCOc1c(OC)cc(Cl)cc1C1NC(=O)NC(C)=C1C(=O)Nc1ccccc1C(=O)OC (centres undefined) | 0.5 | 6.5
COc1ccc(NC(=O)Nc2ccc3c(c2)CC(=O)N([C@@H](C)CO)C[C@@H](C)[C@@H](CN(C)Cc2ccc(Cl)c(Cl)c2)O3)cc1 | -0.3 | x
Cc1noc(C)c1S(=O)(=O)Nc1ccc2c(c1)CC(=O)N([C@H](C)CO)C[C@@H](C)[C@@H](CN(C)S(=O)(=O)c1c(C)noc1C)O2 | 1.9 | x
O=C(NCc1cccnc1)c1cnn2c(C(F)F)cc(C3CC3)nc12 | -5.6 | -3.5
CC(C)C#Cc1ccc2c(c1)O[C@H](CN(C)Cc1ccccc1)[C@H](C)CN([C@@H](C)CO)S2(=O)=O | x | -13.3
C[C@@H]1CN([C@@H](C)CO)C(=O)Cc2cc(NS(C)(=O)=O)ccc2O[C@@H]1CN(C)Cc1ccc2c(c1)OCO2 | -2.4 | 3.2
C[C@@H]1O[C@@H](O[C@H]2[C@H](O[C@H]3CC[C@@]4(C)C(CC[C@]5(C)C4CC=C4C6CC(C)(C)CC[C@]6(C(=O)O)CC[C@]45C)[C@]3(C)CO)OC[C@H](O)[C@@H]2O)[C@H](O)[C@H](O)[C@H]1O (some centres undefined) | -9.1 | -62.1
Cn1c(SCc2nc3ccccc3s2)nnc1-c1ccncc1 | -2.6 | -12.5
COc1ccc(S(=O)(=O)N(C)C[C@H]2Oc3c(NC(=O)NC4CCCCC4)cccc3C(=O)N([C@H](C)CO)C[C@H]2C)cc1 | x | -12.8
Cc1noc(C)c1NC(=O)Nc1cccc2c1O[C@H](CN(C)S(=O)(=O)c1ccc(Cl)cc1)[C@@H](C)CN([C@H](C)CO)C2=O | x | -6.7
Cc1cc(S(=O)(=O)NCC(=O)O)ccc1F | 0.1 | -5.1
CNC[C@@H]1OCCCC[C@@H](C)Oc2ccc(NS(=O)(=O)c3cn(C)cn3)cc2C(=O)N([C@H](C)CO)C[C@@H]1C | 0.3 | x
C[C@@H]1CN([C@@H](C)CO)C(=O)CCCn2cc(nn2)CO[C@H]1CN(C)Cc1cccc2c1OCCCO2 | 0.1 | 2.7
Cc1cc(=O)n(-c2ccccc2)n1C | 0.2 | x
COc1ccc(CN(C)C[C@H]2Oc3ccc(NC(=O)C4CC4)cc3C(=O)N([C@H](C)CO)C[C@H]2C)cc1 | -0.7 | 10.9
O=C(CC1(O)C(=O)Nc2ccccc21)c1ccc(NC(=O)C2CC2)cc1 (centres undefined) | 2.8 | u
Cc1ccc(CCNc2ccccc2)cn1 | x | 36.5
C[C@H](CO)N1C[C@H](C)[C@H](CN(C)S(=O)(=O)c2cn(C)cn2)Oc2ccc(NC(=O)Cc3ccccc3)cc2C1=O | -1.4 | x
Cc1noc(C)c1NC(=O)Nc1cccc2c1O[C@@H](CN(C)S(=O)(=O)c1cccs1)[C@@H](C)CN([C@@H](C)CO)C2=O | x | 7.7
COc1cccc(-c2cc(=O)c3cc(OC)ccc3o2)c1 | 7.1 | -64.0
O=C(CSc1n[nH]c(-c2ccco2)n1)Nc1ccc(F)cc1 | -0.5 | -1.4
C[C@@H]1CN([C@H](C)CO)C(=O)Cc2cc(NC(=O)CCN3CCOCC3)ccc2O[C@@H]1CN(C)C(=O)Nc1ccc(C(F)(F)F)cc1 | -3.9 | x
CS(=O)(=O)N(CC(=O)Nc1ccccc1C(=O)N1CCOCC1)c1cccc(Cl)c1Cl | 1.1 | 2.2
C[C@H](CO)N1C[C@H](C)[C@H](CN(C)Cc2cncnc2)Oc2ncc(C#CC3CCCCC3)cc2C1=O | x | -3.9
C[C@@H]1CN([C@H](C)CO)C(=O)Cc2cc(NC(=O)Cc3cn(C)c4ccccc34)ccc2O[C@H]1CN(C)Cc1ccc(C(F)(F)F)cc1 | 6.6 | x
The list continues:
SMILES | STK33 kin inh | p53 PUMA act
Cc1ccc(S(=O)(=O)N(C)C[C@@H]2Oc3ccc(NS(=O)(=O)c4cn(C)cn4)cc3C(=O)N([C@@H](C)CO)C[C@@H]2C)cc1 | -1.2 | 5.6
COc1ccc(-c2cc(=O)c3ccccc3o2)cc1 | 8.1 | 43.2
C[C@@H]1CN([C@H](C)CO)C(=O)c2cccc(NS(=O)(=O)c3cn(C)cn3)c2O[C@@H]1CN(C)S(=O)(=O)c1cn(C)cn1 | x | 3.9
Cc1ccc(N(C(C)C(=O)Nc2ccc(I)cc2)S(C)(=O)=O)cc1 (centres undefined) | -1.8 | 15.6
COc1ccc(NC(=O)Nc2ccc3c(c2)C(=O)N([C@H](C)CO)C[C@H](C)[C@@H](CN(C)Cc2ccccc2)O3)cc1 | 0.2 | x
C[C@@H]1CN([C@@H](C)CO)C(=O)c2cc(NC(=O)C3CC3)ccc2O[C@@H]1CN(C)Cc1ccc(Oc2ccccc2)cc1 | -4.8 | 4.1
C[C@@H]1CN([C@@H](C)CO)C(=O)c2cc(NC(=O)Cc3ccccc3)ccc2O[C@@H]1CN(C)C(=O)NC1CCCCC1 | x | 4.7
C[C@H]1CN([C@@H](C)CO)C(=O)c2cc(-c3ccccc3)cnc2O[C@H]1CN(C)C(=O)Nc1ccccc1 | x | 2.4
COc1ccc(S(=O)(=O)Nc2ccc3c(c2)C(=O)N([C@@H](C)CO)C[C@H](C)[C@@H](CN(C)Cc2ccccc2)OCCCC[C@@H](C)O3)cc1 | x | 2.7
Cc1ccc(S(=O)(=O)N2CCCC2C(=O)Nc2ccc(O)cc2)cc1 (centres undefined) | -1.5 | x
C[C@H](CO)N1C[C@H](C)[C@@H](CN(C)Cc2cccc(C(F)(F)F)c2)OCc2cn(nn2)CCCC1=O | -5.1 | x
Cc1nc(S(=O)(=O)NC2CCN(Cc3ccc(OCCO)cc3)CC2)cn1C | 2.0 | x
CC(=O)OC[C@]12[C@@H](OC(C)=O)C[C@@H]3[C@@H](OC(=O)c4ccccc4)[C@]1(OC3(C)C)[C@H](C)C[C@H](OC(=O)c1ccccc1)[C@@H]2OC(C)=O | 0.4 | x
C[C@@H]1CCCCO[C@H](CN(C)C(=O)C2CCCCC2)[C@@H](C)CN([C@H](C)CO)C(=O)c2cc(NC(=O)Nc3ccc4c(c3)OCO4)ccc2O1 | 1.7 | x
C[C@@H]1CN([C@@H](C)CO)C(=O)c2cc(NC(=O)Cc3cn(C)c4ccccc34)ccc2O[C@H]1CN(C)C(=O)Nc1ccccc1 | 6.1 | -4.8

Rewritten comma-delimited: entries from further up
structure,STK33 kin inh,p53 PUMA act
C[C@@H]1CN([C@@H](C)CO)C(=O)c2cc(NC(=O)C3CC3)ccc2O[C@@H]1CN(C)Cc1ccc(Oc2ccccc2)cc1,-4.8,4.1
C[C@@H]1CN([C@@H](C)CO)C(=O)c2cc(NC(=O)Cc3ccccc3)ccc2O[C@@H]1CN(C)C(=O)NC1CCCCC1,x,4.7

Looked up by compound from above (six):
SMILES | STK33 kin inh | p53 PUMA act
CC(=O)OC[C@]12[C@@H](OC(C)=O)C[C@@H]3[C@@H](OC(=O)c4ccccc4)[C@]1(OC3(C)C)[C@H](C)C[C@H](OC(=O)c1ccccc1)[C@@H]2OC(C)=O | 0.4 | x
Cc1ccc(N(C(C)C(=O)Nc2ccc(I)cc2)S(C)(=O)=O)cc1 (centres undefined) | -1.8 | 15.6
C[C@H](CO)N1C[C@H](C)[C@@H](CN(C)Cc2cccc(C(F)(F)F)c2)OCc2cn(nn2)CCCC1=O | -5.1 | x
C[C@@H]1CN([C@@H](C)CO)C(=O)c2cc(NC(=O)C3CC3)ccc2O[C@@H]1CN(C)Cc1ccc(Oc2ccccc2)cc1 | -4.8 | 4.1
Cc1ccc(S(=O)(=O)N2CCCC2C(=O)Nc2ccc(O)cc2)cc1 (centres undefined) | -1.5 | x
COc1ccc(S(=O)(=O)Nc2ccc3c(c2)C(=O)N([C@@H](C)CO)C[C@H](C)[C@@H](CN(C)Cc2ccccc2)OCCCC[C@@H](C)O3)cc1 | x | 2.7

Other structures follow.
SMILES | STK33 kin inh | p53 PUMA act
Cc1cc(C)nc(N(C#N)CC(=O)N2c3ccccc3CCc3ccccc32)n1 | -1.4 | 7.4
COC(=O)CSc1nnc(-c2sc3ccccc3c2Cl)n1-c1ccc(OC)cc1 | 10.8 | -14.9
COc1cc2c(cc1OC)CN(C(=O)[C@@H]1[C@H]3C(=O)O[C@H](c4ccccc4)[C@H](c4ccccc4)N3[C@H](c3ccccc3OCCO)[C@@]13C(=O)Nc1ccc(C#CC4=CCCCC4)cc13)CC2 | 8.8 | x
Cc1noc(C)c1S(=O)(=O)N(C)C[C@H]1Oc2ccc(NC(=O)Nc3ccc(C(F)(F)F)cc3)cc2CC(=O)N([C@@H](C)CO)C[C@H]1C | 2.0 | -16.0
C[C@@H]1CN([C@@H](C)CO)C(=O)Cc2cc(NC(=O)Cc3ccccc3)ccc2O[C@H]1CN(C)S(=O)(=O)c1cn(C)cn1 | x | -9.1
O=C(O)CCC(=O)Nc1ccc(Br)c2cccnc12 | -2.1 | 2.8
O=C(CSc1nnnn1-c1ccccc1)Nc1cc(Cl)cc(Cl)c1 | 3.5 | -3.2
C[C@H](CO)N1C[C@H](C)[C@@H](CN(C)Cc2ccc(C(=O)O)cc2)Oc2c(NC(=O)c3ccc(-c4nccs4)cc3)cccc2C1=O | x | 1.5

Compound activity as filed in PubChem BioAssay.
